aSyn tox rescue – inhibitors of alpha-synuclein toxicity in yeast; S. cerevisiae alpha-synuclein toxicity rescue, BacTiter-Glo growth, 24 h; Potency, µM (titrated, usually from 46.1 µM), for the others: top-dose growth rescue (activation), usual class: activators; hit rate 0.02% among 94,000; AID 1347070; active = well fitted activation curve with a large enough effect; inconclusive = small, poorly fitted or top-dose-only effect; also: 0% is about no effect
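Growth restoration measured by BacTiter-Glo luminescence after 24 hr at 30 deg C; alpha-synuclein yeast, raffinose-pregrown to mid-log, were added at OD600=0.02 in galactose medium onto pinned compounds.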
* hit, by the source's call; ? = inconclusive. Potency is read from the fitted curve at half-maximal effect.

| structure | aSyn tox rescue |
| --- | --- |
| CC1(C)OC(=O)C2=C(CC(CCc3ccccc3)OC2c2ccccc2)O1 (stereo unspecified) | 8% |
| Cc1ccc(S(=O)(=O)NCC(c2ccco2)N2CCc3ccccc32)cc1 (stereo unspecified) | 16% |
| Cc1cccc(CC(=O)NC2CC(=O)N(c3ccccc3)C2)c1 (stereo unspecified) | 1% |
| CC1CCc2c(sc3nnn(Cc4ccccc4)c(=O)c23)C1 (stereo unspecified) | 20% |
| COc1ccc(Cn2c(SCc3ccc(C(=O)NCc4ccc(C)cc4)cc3)nc3cccnc32)cc1 | -2% |
| COc1ccccc1CNC(=O)CSc1n[nH]c(N)n1 | 6% |
| COCCN(C(=O)CSCC(=O)Nc1cccc(C)c1)c1c(N)n(Cc2ccccc2)c(=O)[nH]c1=O | 6% |
| COc1cc2c(=O)c(S(=O)(=O)c3ccccc3)cn(CC(=O)Nc3ccccc3C)c2cc1OC | -1% |
| COCCNC(=S)N=Nc1c(O)[nH]c2ccc([N+](=O)[O-])cc12 | 4% |
| CCc1ccc(CNC(=O)C2CCCN(c3nnc(C)c4c(C)n(-c5ccccc5)nc34)C2)cc1 (stereo unspecified) | 7% |
| COc1cccc(C(=O)NCCCNC(=O)c2cccnc2)c1 | -5% |
| COc1ccc(CN2C(=O)c3ccccc3C2=O)cc1C(=O)N(C)CC(=O)Nc1ccc(C)cc1 | -13% |
| COCCCNC(=O)Cn1c(=O)n(-c2cccc(C)c2)c(=O)c2c1c1cc(C)ccc1n2C | 0% |
| COc1ccc(CNC(=O)c2cc3c(=O)n(Cc4cccs4)ccc3nc2C)cc1 | -8% |
| Cc1n[nH]c(C)c1S(=O)(=O)N(CC(=O)NCc1ccccc1Cl)c1ccc(C(C)C)cc1 | 4% |
| Cc1ccc(C)c(OCc2cc(C(=O)N3CCN(C4CCCCC4)CC3)no2)c1 | 6% |
| COCCn1c(CNC(=O)c2cc(OC)c(OC)c(OC)c2)nc2cccnc21 | -4% |
| COCCN(C(=S)Nc1cccc(C)c1)C(C)c1cccnc1 (stereo unspecified) | -13% |
| CC(C)NC(=O)c1cc2c(Cl)nc3ccccc3c2s1 | -3% |
| CCSc1nc2sc3c(c2c(=O)n1-c1ccc(C)cc1)CCCC3 | -3% |
| CCOc1ccc(Cn2c(CNS(=O)(=O)c3cccc(Cl)c3)nc3cccnc32)cc1 | 4% |
| O=C(Nc1c(C(=O)O)oc2ccccc12)c1ccc(C(F)(F)F)cc1 | -10% |
| C/C(=N\NC(=O)CSc1nc(C)cc(C)n1)c1ccc([N+](=O)[O-])cc1 | 1% |
| Cc1ccc(S(=O)(=O)N2CCCCC2)cc1NCC(=O)Nc1ccc(Br)cc1F | 13% |
| Cc1cc2c(cc1S(=O)(=O)C(C)CC(=O)NC1CCC(C)CC1)OCC(=O)N2 (stereo unspecified) | -3% |
| COc1ccccc1N1CCN(C(CNC(=O)C(=O)NCCc2ccccc2)c2cccnc2)CC1 (stereo unspecified) | -1% |
| Cc1ccc(CNCc2ccccc2Cl)s1 | -4% |
| Cc1ccc(-c2c(C)n3c4c(=O)n(C)c(=O)n(C)c4nc3n2-c2cccc(O)c2)cc1 | -9% |
| COCCNC(=O)Nc1ccc2c(c1)N(C)C(=O)c1ccccc1S2 | 5% |
| O=S1(=O)CCN2N=C(C3CC3)SC2=N1 | -5% |
| Cc1ccc(NC(=O)c2ccc(-n3c(C)nnc3C)cc2)cc1F | -1% |
| CCCCN(CC)CCNC(=O)C1CCCN(c2ncnc3onc(C)c23)C1 (stereo unspecified) | -1% |
| O=C(c1cc2c(=O)n3ccccc3nc2s1)N1CCN(c2cccc(Cl)c2)CC1 | -1% |
| Cc1ccc(CS(=O)(=O)c2ncc(Cl)c(C(=O)Nc3nc4ccc(F)cc4s3)n2)cc1 | 9% |
| CCCCc1ccc(C(=O)Nc2ccc3nc(N(CC)CC)cc(C)c3c2)cc1 | -10% |
| COc1ccc(N2C(=O)CS(=O)(=O)C23C(=O)N(Cc2ccccc2)c2ccccc23)cc1 (stereo unspecified) | 3% |
| O=C(NNS(=O)(=O)c1ccccc1)C1CC(c2cccnc2)=NO1 (stereo unspecified) | -1% |
| COc1ccc(S(=O)(=O)NCCS(=O)(=O)N2CCN(c3ccccc3)CC2)cc1OC | -7% |
| CCc1cccc(NC(=O)c2c(C)oc3nc(C)nc(N4CCCC4)c23)c1 | 0% |
| Cc1ccc(C(C(=O)Nc2ccc3c(c2)OCO3)N(C)C(=O)Cc2c[nH]c3ccccc23)cc1 (stereo unspecified) | 2% |
| COc1ccc(C(=O)c2cn(Cc3ccccc3)c3ccccc3c2=O)cc1OC | -7% |
| C=CCN(c1ccccc1)S(=O)(=O)c1cccc(C(=O)NNC(=O)c2ccncc2)c1 | -2% |
| CCc1ccc(CNC(=O)c2ccc3c(c2)N=C(C)c2cc(C)ccc2S3)cc1 | -6% |
| Cc1ccc(OCC(=O)NNC(=O)c2ccc(F)c(S(=O)(=O)N3CCOCC3)c2)cc1C | -1% |
| CCc1cccc(NS(=O)(=O)c2ccc3c(c2)CC(C)N3C(=O)C2CC2)c1 (stereo unspecified) | ? |
| Cc1ccc(OCCC(=O)OCC(=O)NC2CCS(=O)(=O)C2)cc1 (stereo unspecified) | -10% |
| COc1ccc(-c2cc3ccc(O)c(CN4CCCC(C)C4)c3oc2=O)cc1 (stereo unspecified) | 3% |
| Cc1ccc(OCCCn2c(C3CC(=O)N(c4cccc(Cl)c4)C3)nc3ccccc32)c(C)c1 (stereo unspecified) | -14% |
| Cc1ccc(C=C2C(Cl)=C(Cl)C(Cl)=C2Cl)cc1 | 14% |
| COc1ccc(CCNC(=O)c2ccc3c(c2)CCN3S(=O)(=O)c2ccccc2)cc1 | -15% |

Following part
| structure | aSyn tox rescue |
| --- | --- |
| Cc1ccccc1CNC(=O)CN1C(=O)CSc2ccc(S(=O)(=O)N(C)C)cc21 | -9% |
| Cc1ccc(Cl)cc1NC(=O)CCC(=O)N1CC(C)Sc2ccccc21 (stereo unspecified) | ? |
| COCC(=O)NCCc1nc2ccccc2[nH]1 | 3% |
| COc1cccc(C(=O)c2sc(Nc3ccc(C)cc3C)c(S(=O)(=O)c3ccccc3)c2N)c1 | 3% |
| CC(C)(C)C(=O)N1CCN(c2nc3c(F)cccc3s2)CC1 | 14% |
| COc1cc(NC(=O)CSc2nc3ncccc3o2)cc(OC)c1 | -4% |
| Cc1cccc(-n2c3nc(=O)n(C)c(=O)c-3cc3c(Cl)cccc32)c1C | -2% |
| CC1=C(C(=O)N(C)C)CC(CC(=O)NCCc2ccccn2)C(=O)N1Cc1ccc(F)cc1 (stereo unspecified) | -4% |
| Oc1ccc(/C=N/Nc2ccccc2)cc1 | 6% |
| COc1ccc(OC)c(NC(=O)CN(C)CC(=O)Nc2ccccc2Cl)c1 | 8% |
| Cc1cccc(NC(=O)CN2C(=O)c3cccc4cccc2c34)c1C | 0% |
| COC(=O)c1ccccc1NC(=O)CN1C(=O)COc2ccccc21 | 5% |
| Cc1cc(C)cc(NC(=O)Cc2noc3ccccc23)c1 | -9% |
| CC1CCCN(S(=O)(=O)c2cccc(C(=O)NCCCN3CCCC3=O)c2)C1 (stereo unspecified) | 1% |
| COc1ccc(NC(=O)CN2CCN(Cc3ccccc3Cl)S2(=O)=O)cc1Cl | 3% |
| COc1ccccc1CNC(=O)Cn1ncc2c(C)n(Cc3ccccc3Cl)c(C)c2c1=O | 7% |
| O=C(/C=C/c1cccs1)NC1CCCC1 | 1% |
| O=C(OC(C(=O)NC1CCCCC1)c1ccccc1F)c1ccco1 (stereo unspecified) | 11% |
| CCc1ccc(N(CC)C(=O)Cn2c(=O)oc3ccccc32)cc1 | 7% |
| COc1ccc(/C=N/NC(=O)CNC(=O)c2ccc(S(=O)(=O)N3CCOCC3)cc2)cc1OC | -8% |
| CCOc1ccc(NC(=O)Cn2c(=O)n(Cc3ccc(C(=O)NCc4ccc5c(c4)OCO5)cc3)c(=O)c3ccccc32)cc1 | -6% |
| CCc1nn(-c2ccccc2)c2nc(-c3ccccc3OC)c3cc(OC)c(OC)cc3c12 | 6% |
| Cc1ccc(OCC(=O)Nc2ccc(N3CCOCC3)cc2)c([N+](=O)[O-])n1 | 4% |
| COc1ccc(NS(=O)(=O)c2ccc(N3CCCC3=O)cc2)cn1 | 9% |
| Cc1cc(C)c(S(=O)(=O)N2CCN(Cc3ccc4c(c3)OCO4)CC2)cc1C | 6% |

The last five compounds of the part above come first, to join the parts.
| structure | aSyn tox rescue |
| --- | --- |
| CCOc1ccc(NC(=O)Cn2c(=O)n(Cc3ccc(C(=O)NCc4ccc5c(c4)OCO5)cc3)c(=O)c3ccccc32)cc1 | -6% |
| CCc1nn(-c2ccccc2)c2nc(-c3ccccc3OC)c3cc(OC)c(OC)cc3c12 | 6% |
| Cc1ccc(OCC(=O)Nc2ccc(N3CCOCC3)cc2)c([N+](=O)[O-])n1 | 4% |
| COc1ccc(NS(=O)(=O)c2ccc(N3CCCC3=O)cc2)cn1 | 9% |
| Cc1cc(C)c(S(=O)(=O)N2CCN(Cc3ccc4c(c3)OCO4)CC2)cc1C | 6% |
| O=C(O)c1ccccc1C(=O)Nc1ccc(-n2ccc(C(F)(F)F)n2)cc1 | 14% |
| O=C(NCc1ccco1)c1ccc2c(c1)N(Cc1ccc(F)cc1)C(=O)c1ccccc1S2=O (stereo unspecified) | 1% |
| CCOC(=O)c1c(C)oc2c(Cl)cc(NS(=O)(=O)c3ccc(Cl)c(C)c3)cc12 | 13% |
| O=C(NCCc1ccc(Cl)cc1)c1ccc2c(c1)nc1n2CCOC1 | 4% |
| CCOC(=O)N1CCN(S(=O)(=O)c2ccc(C(=O)N(CCCN(C)C)c3nc4c(C)c(C)ccc4s3)cc2)CC1 | 0% |
| CN(C(=O)CSc1nc2ncccc2o1)c1ccc(F)cc1 | 5% |
| CCn1c(=O)n(-c2ccc(F)c(Cl)c2)c(=O)c2c3c(sc21)CN(C(C)=O)CC3 | -3% |
| Cc1ccc(C(=O)c2cn(Cc3cccc(C)c3)c3nc(C)ccc3c2=O)cc1 | 1% |
| COc1ccc(N2CCN(C(=O)Cn3c(-c4cccs4)cc4ccccc43)CC2)cc1 | -2% |
| COc1cccc(CSc2nc(-c3ccccc3OC)nc3c2Cc2c(CO)cnc(C)c2O3)c1 | -24% |
| CCOC(=O)c1c(NC(=S)N2CCN(C)CC2)sc2c1CCN(C(=O)OCC)C2 | 3% |
| CS(=O)(=O)NCCOc1ccc(S(=O)(=O)NCCOc2ccccc2)cc1 | -1% |
| Cc1cccc(NC(=O)CSc2nc(-c3ccco3)nc3cc(=O)[nH]n23)c1 | 6% |
| NS(=O)(=O)c1ccc(CCNC(=O)c2cccc(S(=O)(=O)N3CCc4ccccc43)c2)cc1 | 2% |
| CCOC(=O)N1CCN(S(=O)(=O)c2ccc(C)c([N+](=O)[O-])c2)CC1 | 3% |
| COc1ccccc1CCNC(=O)C(=O)NCC(c1cccs1)S(=O)(=O)c1ccc(F)cc1 (stereo unspecified) | 2% |
| CCN(C(=O)CSc1ncc2c(n1)-c1cc(Cl)ccc1N(Cc1ccccc1)S2(=O)=O)c1cccc(C)c1 | 10% |
| CC1=Nc2cc(C(=O)N3CCCCC3)ccc2Sc2ccc(C)cc21 | -4% |
| Cc1cccc(-c2nc(CCNC(=O)c3ccc(Br)o3)cs2)c1 | 4% |
| CCCCn1c(N)c(N(C)C(=O)CCCn2c(=O)oc3ccccc32)c(=O)[nH]c1=O | -9% |
| Cc1c(CNC2CCCCCC2)c(C(=O)O)c(C)n1Cc1cccc(Cl)c1 | -9% |
| Cc1cccc(-c2c3c(=O)n(C)c(=O)n(C)c3c3cnc4ccccc4n23)c1 | -4% |
| O=C(NNC1=C(C(=O)C(F)(F)F)CCC1)c1cccnc1 | -10% |
| COc1ccc(CNC(=O)CC2N=C3c4ccccc4N=C(SCC(=O)Nc4ccc(N(C)C)cc4)N3C2=O)cc1 (stereo unspecified) | -4% |
| COc1ccccc1C(=O)Nc1cccc(OCc2cc(=O)n3ccccc3n2)c1 | -9% |
| CCOc1ccccc1CNC(=O)c1ccc2c(c1)sc1nc(-c3ccccc3)cn12 | 7% |
| CC(=O)c1cccc(NC(=O)C(C)N(C)CC(=O)Nc2ccc(Cl)cc2)c1 (stereo unspecified) | -10% |
| Cn1c(=O)c(=O)n(C)c2cc(S(=O)(=O)N3CC(=O)N(CCc4ccccc4)C(=O)C3)ccc21 | -7% |
| COc1ccc(NC(=O)Cn2nc(C(F)(F)F)c3c2CCCC3)cc1OC | ? |
| COc1ccc(S(=O)(=O)N=N/C=C2\C=CC=CN2O)cc1OC | -10% |
| CCOC(=O)N1CCc2c(sc(NCc3cc(OC)c(OC)cc3OC)c2C(=O)Nc2ccc(OCC)cc2)C1 | 9% |
| CC1CC(C)CN(CCCNC(=O)C2CCCN(c3ncnc4c3nc3n4CCCCC3)C2)C1 (stereo unspecified) | 1% |
| CCn1c(=O)cc(OCC(=O)NCc2ccccc2Cl)c2ccccc21 | 2% |
| CCOC(=O)c1c(C)[nH]c(CCC(=O)NCc2cc(Br)ccc2OC)c1C | -6% |
| C/C(Cn1nnc([N+](=O)[O-])n1)=N\NC(=O)c1ccncc1 | 1% |
| C#CCn1c(O)c(N=NC(=O)C(O)c2ccccc2)c2ccccc21 (stereo unspecified) | 1% |

In a second layout: four of the compounds above
structure: COc1ccc(S(=O)(=O)N=N/C=C2\C=CC=CN2O)cc1OC
  aSyn tox rescue: -10%
structure: C/C(Cn1nnc([N+](=O)[O-])n1)=N\NC(=O)c1ccncc1
  aSyn tox rescue: 1%
structure: CCn1c(=O)cc(OCC(=O)NCc2ccccc2Cl)c2ccccc21
  aSyn tox rescue: 2%
structure: Cn1c(=O)c(=O)n(C)c2cc(S(=O)(=O)N3CC(=O)N(CCc4ccccc4)C(=O)C3)ccc21
  aSyn tox rescue: -7%

This is a subset. The share of hits here may be higher or lower than overall.
